Screens as filed in PubChem BioAssay.
HDAC3 inh – HDAC3 deacetylase inhibitors, primary screen, biochemical, fluorescence, cell-free homogeneous. Histone deacetylase 3 (Homo sapiens), O15379. recombinant HDAC3, fluorogenic peptide/trypsin coupled. inhibition, % at 8.3 µM. 320,000 compounds, 0.15% hits. AID 2718, 2010; in the data active = inhibition above about 26%, passing the limit was not always enough; inconclusive = no clear call, values can overlap the other calls
PolyA inh – polyadenylation inhibitors in yeast reporter cells, primary screen, luminescence, S. cerevisiae; calls only at 12 µM; 300,000 compounds, 0.02% hits; S. cerevisiae SKY197-pL101 polyadenylation reporter, beta-gal luminescence; efflux-impaired pdr1/pdr3 knockout yeast; score 100 = 6 SD above DMSO;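 active = lowest replicate activity score at least 50, where 100 means six control SD above control mean; inconclusive = lowest score under 50 but half or more replicates reach 50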;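 note: yeast exposed to compound for 9 h at 30 °C; higher score means more reporter readthrough which indicates perturbed polyadenylation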
KCNK9 block – KCNK9 potassium channel inhibitors, primary screen, HEK293 cells, thallium flux; Potassium channel subfamily K member 9 (Homo sapiens), Q9NPC2; FluxOR thallium flux fluorescence; hits give low values; B-score at 10 µM; 310,000 compounds, 1.2% hits; AID 488922, 2010;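 active = ratio B-score over 3 SD below the library mean, with starting fluorescence within 5 SD of its mean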;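 note: negative B-score means less thallium flux so channel inhibition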
GSK3 alpha inh – blockers of GSK3A enzyme activity – biochemical, luminescence, cell-free homogeneous, HTS, primary screen; Glycogen synthase kinase-3 alpha (Homo sapiens), P49840; GSK-3 alpha kinase, ADP-Glo luminescence, 60 min; inhibition, % at 10 µM; 320,000 compounds, 0.1% hits; AID 2650, 2010;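 in the data active = inhibition above about 50%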;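 note: GST-tagged GSK-3 alpha with peptide substrate and 25 µM ATP; 0% = DMSO neutral wells and 100% = GW8510 positive control wells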
RGS4 pot – RGS4 potentiators or activators, primary screen, cell-based, HEK293 M3R inducible RGS4, calcium flux | carbachol calcium flux Fluo4; hits give low values | B-score at 10 µM | 310,000 compounds, 0.92% hits;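 active = B-score of the integrated calcium signal more than 4 SD below the library mean, with starting fluorescence not abnormally high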;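 note: negative B-score means reduced calcium response which marks RGS4 activation or potentiation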
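Assay system: HEK293 FlpIn-TREx cells, stable M3R, doxycycline-inducible RGS4 / Probe or stimulus: carbachol, ECmax concentration / Times: overnight RGS4 induction, 30 min dye load 37 °C, 20 min compound RT / Signal: kinetic calcium fluorescence imaging with Fluo4-AM dye, 2 µM / Measure: Agonist-evoked peak-minus-minimum fluorescence over baseline, integrated ratio, B score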
KCNK3 inh – human KCNK3 channel inhibitors, primary screen, CHO cells, FluxOR thallium flux, B-score; B-score at 10 µM; FluxOR fluorescence; hits give low values; 340,000 compounds, 0.84% hits;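 active = B-score under library mean minus 4 SD, starting fluorescence ratio at most library mean plus 5 SD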;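 note: more negative B-score means stronger inhibition of thallium flux through KCNK3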
hERG rescue – hERG rescue from dofetilide block, primary screen, cell-based, CHO-hERG, FluxOR thallium flux, dofetilide IC70. Voltage-gated inwardly rectifying potassium channel KCNH2 (Homo sapiens), Q12809. dofetilide IC70 present. activation (rescue from dofetilide block), less the hit threshold, % at 10 µM. 310,000 compounds, 0.51% hits;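 active = activation above the mean of controls blocked by dofetilide plus 5 SD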;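 note: thallium influx through hERG after potassium depolarization seen as dye fluorescence rise; in these data hits start at about 4.7%; inactives centre near -7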
Target sequence (Q12809 whole entry, looked up): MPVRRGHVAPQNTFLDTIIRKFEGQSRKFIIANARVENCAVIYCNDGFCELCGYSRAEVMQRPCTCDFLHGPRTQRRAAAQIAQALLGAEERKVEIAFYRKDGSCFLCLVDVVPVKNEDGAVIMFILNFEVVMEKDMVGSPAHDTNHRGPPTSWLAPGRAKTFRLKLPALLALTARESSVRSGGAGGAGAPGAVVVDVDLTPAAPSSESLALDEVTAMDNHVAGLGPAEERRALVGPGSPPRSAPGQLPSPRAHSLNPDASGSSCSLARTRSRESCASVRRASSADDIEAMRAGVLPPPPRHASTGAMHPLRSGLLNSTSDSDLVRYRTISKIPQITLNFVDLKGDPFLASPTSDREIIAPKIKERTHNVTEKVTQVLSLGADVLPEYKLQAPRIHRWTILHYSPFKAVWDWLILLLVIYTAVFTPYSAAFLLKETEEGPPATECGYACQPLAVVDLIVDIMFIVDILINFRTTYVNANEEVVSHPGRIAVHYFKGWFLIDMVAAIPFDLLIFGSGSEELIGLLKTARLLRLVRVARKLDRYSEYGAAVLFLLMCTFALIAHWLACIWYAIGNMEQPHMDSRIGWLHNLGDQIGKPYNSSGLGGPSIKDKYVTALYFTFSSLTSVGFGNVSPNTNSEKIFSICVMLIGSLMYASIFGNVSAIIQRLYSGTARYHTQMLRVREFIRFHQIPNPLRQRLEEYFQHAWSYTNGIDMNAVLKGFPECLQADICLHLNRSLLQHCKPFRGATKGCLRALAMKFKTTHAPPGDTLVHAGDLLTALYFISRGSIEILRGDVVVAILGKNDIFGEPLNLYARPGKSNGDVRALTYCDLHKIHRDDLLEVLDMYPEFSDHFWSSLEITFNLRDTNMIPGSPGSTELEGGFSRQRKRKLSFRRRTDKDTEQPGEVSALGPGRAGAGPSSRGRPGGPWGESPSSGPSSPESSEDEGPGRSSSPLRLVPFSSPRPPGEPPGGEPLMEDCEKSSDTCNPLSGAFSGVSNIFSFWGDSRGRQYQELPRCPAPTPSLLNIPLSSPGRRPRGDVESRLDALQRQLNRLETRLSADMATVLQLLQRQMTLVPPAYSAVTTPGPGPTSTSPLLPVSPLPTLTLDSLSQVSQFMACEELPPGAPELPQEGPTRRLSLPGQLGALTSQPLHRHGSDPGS
GSK3B inh – human GSK3beta kinase inhibitors, primary screen, biochemical, cell-free homogeneous, HTS; 300,000 compounds, 0.038% hits; GST-GSK3beta kinase, ADP-Glo luminescence, 60 min; hits give low values; activity score (negative = inhibition), % at 10 µM; Glycogen synthase kinase-3 beta (Homo sapiens), P49841;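 active = more than half of replicate wells score below -50%, meaning over 50% inhibition versus plate controls; inconclusive = some replicates but at most half score below -50%; inactive = no replicate scores below -50%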;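 note: 0% = median DMSO wells and -100% = median GW8510 positive control wells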
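Assay system: GST-tagged human GSK3beta kinase, cell-free; Input: 1.6 ng GSK3beta; Medium: Tris/MgCl2 kinase buffer; Timing: 60 min enzyme reaction, room temperature; Signal: ADP-Glo luminescence quantifying ADP generated by kinase; Evaluation: score relative to plate controls; Benchmarks: DMSO neutral wells and GW8510 at 20 µM as positive.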
KCNQ1 block – inhibitors of human KCNQ1 channel, primary screen, cell-based, thallium flux, high-throughput. CHO-K1 KCNQ1, FluxOR thallium flux fluorescence; hits give high values. B-score at 10 µM. 310,000 compounds, 1.3% hits. AID 2642, 2010;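 active = compounds whose thallium flux B-score, printed positive for inhibition, exceeds three library SD while starting fluorescence stays within three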;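 note: channel opened by potassium depolarization with thallium stimulus after 20 min compound exposure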
DYRK1A inh – rat Dyrk1A kinase inhibitors, primary screen, biochemical, single point, plate reader; Dual specificity tyrosine-phosphorylation-regulated kinase 1A (Rattus norvegicus), Q63470; ADP-Glo luminescence, NFATc1 peptide; inhibition, % at 12.5 µM; 310,000 compounds, 0.43% hits; in the data active = inhibition above about 50%;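 note: plate controls were vehicle with enzyme for no effect and no enzyme for full effect; many of its hits are not listed in these tables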
KCNQ1 pot – potentiators or activators of KCNQ1 channel, primary screen, cell-based, thallium flux, high-throughput; Potassium voltage-gated channel subfamily KQT member 1 (Homo sapiens), P51787; CHO-K1 KCNQ1, thallium flux FluxOR fluorescence; hits give high values; B-score at 10 µM; 310,000 compounds, 0.35% hits; AID 2648, 2010;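 active = fluorescence ratio B-score, a plate-corrected score, at least three library SD, with initial intensity B-score within 5 SD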
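Doses: Single concentration per compound, DMSO matched to controls | Test system: KCNQ1-transfected CHO-K1 cells | Timing: 90 min dye loading and 20 min compound exposure, both at room temperature | Measured by: Kinetic FluxOR thallium fluorescence, 10-s 1-Hz baseline, 110-s post-stimulus read | Medium: Assay buffer with matched DMSO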
Active calls of the source: *; i = inactive; ? = inconclusive; nt = no result given. This is a subset. The share of hits here may be higher or lower than overall.

SMILES	HDAC3 inh	PolyA inh	KCNK9 block	GSK3 alpha inh	RGS4 pot	KCNK3 inh	hERG rescue	GSK3B inh	KCNQ1 block	DYRK1A inh	KCNQ1 pot
O=C(CSc1nc2ccccc2c(=O)n1Cc1ccccc1)NCc1ccco1	10	i	i	-1	i	i	-10	-2	i	-3	i
COc1cccc(Nc2cc(N3CCOCC3)c3nonc3c2[N+](=O)[O-])c1	-5	i	i	0	i	i	-2	-1	i	-7	i
O=C(NCC1CCCO1)c1ccc(CSCc2cccc(F)c2)o1 (stereo unspecified)	-3	i	i	-2	i	i	-12	3	i	-1	i
COc1ccc(C(=O)NCCSc2ccc(C)cc2)cc1	0	i	i	0	i	i	-10	3	i	-1	i
Cc1nnc(NC(=O)c2ccccc2F)s1	3	i	i	-1	i	i	4	3	i	-2	i
O=C(N/N=C/c1cc([N+](=O)[O-])ccc1O)Nc1ccccc1	2	i	i	2	i	i	-7	-1	i	2	i
COC(=O)c1sccc1NC(=O)Nc1ccc(C)cc1	-4	nt	i	nt	i	i	-6	0	i	10	i
COc1ccc2cc3cc(C(=O)N4CCN(C5CCCCC5)CC4)oc3nc2c1	-11	i	i	1	i	i	-6	2	i	3	i
O=C(c1ccc(OC2CCN(Cc3cccc(OCCO)c3)CC2)cc1)N1CCCC1	-4	i	i	0	i	i	-6	-8	i	nt	i
OCc1ccccc1N=c1ssnc1Cl	-4	i	i	1	i	nt	-3	1	i	nt	i
Cc1cccc2cc(CN(Cc3ccc(F)cc3)C(=O)N3CCOCC3)c(=O)[nH]c12	-4	i	i	0	i	i	-16	5	i	5	i
COc1ccccc1OCC(=O)NCCc1nc2ccccc2[nH]1	-2	i	i	-1	i	i	-6	4	i	7	i
CC12c3ccccc3C(c3ccccc31)C1C(=O)N(Cc3cccnc3)C(=O)[C@H]12 (stereo partly specified)	4	i	i	-3	i	i	-5	-2	i	-3	i
Cc1ccc(C(CC(=O)N2CCCC2)c2ccccc2)c(O)c1C (stereo unspecified)	1	i	i	0	i	i	-2	1	i	1	i
C[C@@H](C(=O)Nc1cccc(S(=O)(=O)N2CCOCC2)c1)N1C(=O)C2CC=CCC2C1=O (stereo partly specified)	0	i	i	-3	i	i	-4	1	i	-2	i
CC(C)(C)NC(=O)CN(Cc1ccc2c(c1)OCO2)C(=O)CNS(=O)(=O)c1ccc(F)cc1	2	i	i	1	i	i	-7	-6	i	-7	i
COc1ccccc1N1CCN(C2CCCN(C(=O)CCC(C)=O)C2)CC1 (stereo unspecified)	1	i	i	-1	i	i	-5	3	i	-2	i
Cc1cccc(-n2nc(CC#N)c(C#N)c2N)c1	2	i	i	4	i	i	2	-2	i	-6	i
Cc1cc(C)c(S(=O)(=O)N2CCN(C(=O)c3ccc4c(c3)OCO4)CC2)c(C)c1	1	i	i	0	i	i	-8	3	i	-4	i
CCOC(=O)c1oc2ccccc2c1NC(=O)COc1ccc(F)cc1	-4	i	i	-3	i	i	0	3	i	-3	i
O=C(NCc1ccco1)c1ccc2c(c1)C(=O)N(C1CCCCC1)C2=O	-4	i	i	0	i	i	-8	1	i	2	i
CC(=O)Nc1ccc(S(=O)(=O)Nc2nc3ccccc3nc2Nc2ccc(N)cc2)cc1	4	i	i	-2	i	i	-17	2	i	11	i
COc1ccc(NC(=O)CN(C)C(=O)c2cc(-c3cccs3)nn2-c2ccccc2)cc1	1	i	i	-2	i	i	-14	2	i	3	i
O=C(Nc1ccccc1)N1CCC(c2ccccc2)C1 (stereo unspecified)	3	i	i	-1	i	i	-6	2	i	-5	i
CCc1noc(C)c1C(=O)N1CCCC(CCC(=O)NCc2cccc(OC)c2)C1 (stereo unspecified)	2	i	i	-5	i	i	-8	-1	i	6	i
(next part)
SMILES	HDAC3 inh	PolyA inh	KCNK9 block	GSK3 alpha inh	RGS4 pot	KCNK3 inh	hERG rescue	GSK3B inh	KCNQ1 block	DYRK1A inh	KCNQ1 pot
O=C(NCCCN1CCN(c2cccc(Cl)c2)CC1)c1cccc(N2CCCC2=O)c1	-9	i	i	nt	i	i	-6	4	i	-9	i
CC(=O)c1c(O)c2ccccc2n(Cc2ccccc2)c1=O	1	i	i	1	i	i	-12	-4	i	-5	i
O=C(COc1ccc(F)cc1)Nc1ccc(S(=O)(=O)Nc2ncccn2)cc1	0	i	i	-5	i	i	-9	0	i	-6	i
COc1cc(NC(=O)C2CC2)c(C(=O)O)cc1OC	3	nt	i	-3	i	i	-17	1	i	4	i
O=C(NCC(=O)N(c1cccc(F)c1)C(C(=O)NC1CCCC1)c1ccco1)c1ccco1 (stereo unspecified)	-2	i	i	-3	i	i	-4	0	i	-5	i
CN(Cc1ccccc1)C(=O)CN1C(=O)c2ccccc2C1=O	0	i	i	-3	i	i	-7	-2	i	0	i
O=C(COC(=O)c1cccs1)c1ccc2ccccc2c1	0	i	-18*	5	i	-13*	-15	1	i	51*	i
CCN(CC(=O)Nc1ccc(OC)cc1)C(=O)CSCC(=O)Nc1ccc(C)cc1	2	i	i	0	i	i	-8	-1	i	-6	i
COc1ccc(NC(=O)N2CCC(n3cnc4ccccc43)CC2)cc1	6	nt	i	1	i	i	-14	-2	i	16	i
COc1ccccc1Nc1nc(N)nc(CSCCO)n1	-3	i	i	0	i	i	-11	3	i	0	i
CCOC(=O)Cn1c2c(c(=N)c3c1CCC3)CCC2	4	i	i	-2	i	i	-11	-2	i	-8	i
Cc1c(NC(=O)c2cc(-c3ccccc3O)on2)c(=O)n(-c2ccccc2)n1C	-4	i	i	-1	i	i	-3	-1	i	-2	i
COc1cc(C(=O)OCC(=O)N(CC(C)C)C2CCS(=O)(=O)C2)ccc1OCC(C)C (stereo unspecified)	nt	i	i	nt	i	i	-6	-3	i	-6	i
COc1ccc(CCNc2cn[nH]c(=O)c2Cl)cc1OC	1	i	i	7	i	i	-9	-3	i	-6	i
COc1cccc(N(C(=O)c2snc(C(N)=O)c2N)C(C(=O)NCC2CCCO2)c2ccc(F)cc2)c1 (stereo unspecified)	1	i	i	0	i	i	-10	2	i	-6	i
COc1cccc(C2=NOC(C(=O)Nc3cccc(C(C)=O)c3)C2)c1 (stereo unspecified)	-6	i	i	-2	i	i	-10	0	i	1	i
O=C(CSCc1ccc(F)cc1)NC1CCCC1	-2	nt	i	-1	i	i	-4	4	i	-5	i
Cn1c(=NC(=O)c2ccc3c(c2)OCCO3)sc2cc(S(C)(=O)=O)ccc21	-1	i	i	1	i	i	-12	0	i	-8	i
N=C1S/C(=C\c2ccccc2)C(=O)N1c1ccc(F)cc1	-7	i	i	-3	i	i	-7	-2	i	-3	i
O=C(CSc1nnc(CN2CCOCC2)n1-c1ccc(Cl)cc1)Nc1ccc2c(c1)OCO2	3	i	i	0	i	i	-13	0	i	-5	i
COc1ccc(CCN(C)C(=O)CNC(=O)c2ccc3c(c2)OCO3)cc1OC	-9	i	i	nt	i	i	-5	1	i	-3	i
O=C(CCCSc1nc2ccccc2[nH]1)NC1CCCCC1	2	i	i	-1	i	i	-18	1	i	4	i
COC(=O)C1=C(C)N(C)C(=S)NC1c1cc(OC)ccc1OC (stereo unspecified)	4	i	i	-2	i	i	-5	0	i	4	i
CCS(=O)(=O)c1nc2ccccc2n1Cc1ccccc1Cl	nt	nt	i	0	i	i	-9	0	i	-7	i
CCN(CC)CCCNC(=O)CCC(=O)Nc1ccc2nc(N3CCCCC3)cc(C)c2c1	nt	i	i	-1	i	i	-12	1	i	19	i
Remaining list, next part
SMILES	HDAC3 inh	PolyA inh	KCNK9 block	GSK3 alpha inh	RGS4 pot	KCNK3 inh	hERG rescue	GSK3B inh	KCNQ1 block	DYRK1A inh	KCNQ1 pot
CCC1CCC(N2CCN(c3ccccc3F)CC2)CC1 (stereo unspecified)	?	i	i	-2	i	i	-9	-2	i	-2	i
O=C(Cc1cccs1)Nc1nnc(-c2ccc(F)cc2)s1	0	i	i	-1	i	i	-12	0	i	0	i
O=C1CS/C(=N/N=C/c2ccco2)N1Cc1ccc(F)cc1	7	i	i	-1	i	i	-4	-2	i	nt	i
CCCCN(C)CCNC(=O)Cn1c(=O)sc2ccccc21	1	i	i	-1	i	i	-4	1	i	1	i
CN=C1S/C(=C/c2cn(CC(=O)OC)c3ccccc23)C(=O)N1C	2	i	i	-2	i	i	-7	3	i	7	i
Cc1ccc(-n2c(CNc3ccc(C)c(Cl)c3)n[nH]c2=S)cc1	7	i	i	2	i	i	-19	-2	i	-41	i
O=C(c1cccc(C(=O)N2CCN(c3ccc(F)cc3)CC2)c1)N1CCN(c2ccc(F)cc2)CC1	-5	i	i	-4	i	i	-17	3	i	2	i
COc1cccc(/C=N/NC(=O)CCCc2ccc(OC)c(C)c2)c1	4	i	i	-2	i	i	-5	2	i	2	i
O=C(NCC1CCCO1)C1CCN(S(=O)(=O)Cc2ccccc2)CC1 (stereo unspecified)	9	i	i	-2	i	i	-7	1	i	-5	i
O=C(N/N=C/c1ccc(F)cc1)c1cccc(NC(=O)c2ccc(F)cc2)c1	-1	i	i	1	-7.3*	i	-16	2	i	14	i
CCOC(=O)N/N=C/c1cn(CCCOc2ccc(C)cc2)c2ccccc12	-1	i	i	-1	i	i	-8	-1	i	-3	i
CCOC(=O)c1c(C)n(C)c2ccc(OC)c(NC(=O)CN3CCC4(CC3)OCCO4)c12	-3	i	i	-3	i	i	-9	-1	i	-5	i
CCn1nnnc1NCc1cccc(Cl)c1	-11	i	i	0	i	i	-14	-3	i	nt	i
